M. tuberculosis GlmU: inhibition of mycobacterial GlmU enzyme – biochemical, glucosamine-1-phosphate acetyltransferase (AID 1376); M. tuberculosis GlmU acetyltransferase enzyme assay; higher % means a stronger effect; inhibition, %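 (tested at 30 µM in the primary screen)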; hits with a dose series show IC50 in µM; hit rate 0.25% among 220,000; in the data active = inhibition above about 13%; inconclusive = no clear call, values can overlap the other calls;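 note: 0% = complete reaction with vehicle and 100% = reaction without substrate; strong numbers were not always called active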
RmlCD inh 1536: M. tuberculosis RmlC/RmlD inhibition; P9WH09+P9WH11; inhibition, % at 3.6 µM; RmlC+RmlD coupled enzyme assay, percent inhibition; primary screen in compound mixtures; hit rate 0.03% among 160,000; in the data active = inhibition mostly above about 34%, no sharp cut-off; inconclusive = no clear call, values can overlap the other calls; inactive = mostly below about 22%; note: some results filed as inactive read as strong as hits
Target sequence (P9WH09 whole entry, looked up): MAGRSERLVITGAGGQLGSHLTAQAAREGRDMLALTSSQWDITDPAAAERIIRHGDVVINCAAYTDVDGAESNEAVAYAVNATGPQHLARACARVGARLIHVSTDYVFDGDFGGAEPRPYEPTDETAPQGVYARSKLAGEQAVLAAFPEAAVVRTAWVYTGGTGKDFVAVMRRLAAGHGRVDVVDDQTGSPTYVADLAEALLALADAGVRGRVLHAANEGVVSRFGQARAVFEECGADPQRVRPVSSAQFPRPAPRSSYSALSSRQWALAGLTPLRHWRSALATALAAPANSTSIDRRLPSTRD
Target sequence (P9WH11 whole entry, looked up): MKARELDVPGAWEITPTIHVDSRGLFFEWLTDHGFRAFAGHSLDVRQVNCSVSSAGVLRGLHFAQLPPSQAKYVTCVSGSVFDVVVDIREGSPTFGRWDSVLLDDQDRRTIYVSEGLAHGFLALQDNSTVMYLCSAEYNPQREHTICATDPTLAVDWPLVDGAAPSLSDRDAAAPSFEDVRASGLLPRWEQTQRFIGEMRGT
Starred values were filed as active, the others as inactive; ? = inconclusive; nt = no result given.

A first look (two entries):
SMILES | M. tuberculosis GlmU | RmlCD inh 1536
COc1ccc(CC(=O)NCC(=O)N/N=C/c2ccc(C)o2)cc1 | 1.8% | 13
CCn1c(COc2cccc(OC)c2)nnc1SCC(=O)Nc1cccc(OC)c1 | -2.1% | 14

The list itself, repeating the preview:
SMILES | M. tuberculosis GlmU | RmlCD inh 1536
COc1ccc(CC(=O)NCC(=O)N/N=C/c2ccc(C)o2)cc1 | 1.8% | 13
CCn1c(COc2cccc(OC)c2)nnc1SCC(=O)Nc1cccc(OC)c1 | -2.1% | 14
O=C(/C=C/c1ccc2ccccc2n1)N1CCN(S(=O)(=O)c2ccccc2F)CC1 | -1.2% | 19
CC(=O)C(Sc1ccc2nnc(-c3ccc(C)cc3)n2n1)C(C)=O | 1.8% | 15
O=C(O)c1nc(-c2ccccc2)n(-c2ccccc2)n1 | 4.1% | -6
Cc1cc(-c2nn(-c3ccccc3F)cc2CN2CCCC(C(N)=O)C2)c(C)s1 (stereo not given) | -0.7% | nt
O=C(NCCN1C(=O)C2C3C=CC(C3)C2C1=O)N1CCOCC1 (stereo not given) | 1.1% | nt
CCCc1nc2ccccc2c(=O)n1-c1ccccc1OC | -2.3% | nt
O=C(COc1ccc(-c2ccccc2)cc1)N1CCCC1 | 0.6% | -14
CC(=O)Nc1ccc(NC(=O)CSc2nc3nc(-c4cccs4)cc(C(F)(F)F)c3c(=O)[nH]2)cc1 | 1.9% | nt
Cc1c(O)ccc2c(CN(C)Cc3ccccc3)cc(=O)oc12 | -8.9% | 2
Cc1nn(-c2ccc(F)cc2F)c(=O)c2noc(C)c12 | 1.8% | -8

5 entries already listed, sorted by formula weight, falling.
SMILES | M. tuberculosis GlmU | RmlCD inh 1536
Cc1cc(-c2nn(-c3ccccc3F)cc2CN2CCCC(C(N)=O)C2)c(C)s1 (stereo not given) | -0.7% | nt
CC(=O)C(Sc1ccc2nnc(-c3ccc(C)cc3)n2n1)C(C)=O | 1.8% | 15
Cc1c(O)ccc2c(CN(C)Cc3ccccc3)cc(=O)oc12 | -8.9% | 2
Cc1nn(-c2ccc(F)cc2F)c(=O)c2noc(C)c12 | 1.8% | -8
O=C(O)c1nc(-c2ccccc2)n(-c2ccccc2)n1 | 4.1% | -6

The list goes on:
SMILES | M. tuberculosis GlmU | RmlCD inh 1536
CCOC(=O)c1sc(NC(=O)C(C)Sc2nc(N)cc(=O)[nH]2)nc1C (stereo not given) | 3.0% | 12
COC(=O)c1cccc(NC(=S)Nc2cccc(Cl)c2C)c1 | 5.6% | -2
CN(C)S(=O)(=O)c1cc(NC(=O)COC(=O)Cc2ccc(Cl)cc2Cl)ccc1Cl | 2.3% | -2
Nc1nc(SCC(=O)N2CCCCCC2)[nH]c(=O)c1NC(=O)c1ccco1 | 1.3% | nt
Nc1nonc1-n1nnc(C(=O)N/N=C/c2ccccc2Cl)c1CSc1ccccc1 | -0.1% | -9
CN(C)S(=O)(=O)c1ccc(NC(=O)c2cc(-c3cccs3)nc3ccccc23)cc1 | -0.9% | 10
O=C(c1ccc(Cl)nc1)N1CCN(C/C=C/c2ccccc2)CC1 | 6.9% | 1
C/C(=C\c1ccccc1)C(=O)Nc1nccs1 | 0.3% | 2
CC[C@H](C)[C@@H]1NC(=O)c2cc([N+](=O)[O-])cc(F)c2NCCCC[C@@H](C(N)=O)NC(=O)[C@H](CCCCN)NC1=O | -4.4% | nt
COC(=O)C1=C(C)NC(=O)/C1=C\c1cc(C)n(-c2cc(C)cc(C)c2)c1C | -3.6% | nt
COc1ccc(/C=C/C(=O)N(C)C2CCCCC2)cc1Br | 6.3% | 3
C=CCNC(=O)C12CCC(C)(C(=O)[C@H]1Br)C2(C)C (stereo not given in full) | 3.8% | nt
O=C(CCN1C(=O)c2ccccc2C1=O)N1CCN(C2c3ccccc3-c3ccccc32)CC1 | -2.3% | nt
O=C(O)C1Cc2ccccc2CN1C(=O)COc1ccc(Cl)cc1 (stereo not given) | 9.8% | -3
CCCCCc1cc(=O)oc2c(C(CCN3CCCC(C)C3)c3ccc(OC)cc3)c(OC)cc(OC)c12 (stereo not given) | -0.2% | -14
CC(C)(C)c1ccc(/C=C(\C#N)C(=O)NCCN2CCOCC2)cc1 | 1.4% | nt
O=C(c1ccncc1)N1CCN(c2ccc(F)cc2)CC1 | 1.3% | nt
CCCc1nnc(SCC(=O)Nc2ccc(OC)cc2)n1N | 7.8% | nt
CCCOc1ccc(C(=O)C(CN2CCOCC2)c2ccccc2)cc1 (stereo not given) | -0.5% | nt
COCCCN=CC1=C(O)CC(C)(C)CC1=O | -4.8% | nt
COC(=O)C1N[C@@H]([C@@H](NC(=O)COc2ccccc2)C(=O)NC2CC2)SC1(C)C (stereo not given in full) | 3.9% | nt
CCOC(=O)c1c(NC(=O)CN2C(=O)CN(C)C2=O)sc(C)c1C | -2.7% | -7
CCC(=O)Nc1sc(C(=O)Nc2ccccc2F)c(C)c1C(=O)OC | 4.5% | -10
C=CCn1c(SCc2ccc(Cl)cc2)nc2cc(C(=O)N3CCC(C(N)=O)CC3)ccc2c1=O | 7.3% | -10
N#Cc1c(NC(=O)CCCN2C(=O)c3ccccc3C2=O)oc(-c2ccccc2)c1-c1ccccc1 | 6.4% | nt
CC1CCCCC1NC(=O)CN1C(=O)NC(C)(c2ccc(OC(F)F)cc2)C1=O (stereo not given) | 3.0% | -9
O=C(Cc1ccccc1)Nc1nc2ccccc2[nH]1 | -1.4% | -17
COc1cccc(/C=N/n2c(N)c(S(=O)(=O)c3cccs3)c3nc4ccccc4nc32)c1 | 4.1% | 1
O=C(N/N=C/c1ccc(OC(F)F)cc1)c1ccc(CSc2nc3ccccc3[nH]2)cc1 | -2.3% | 91
COc1cc2[nH]c(=S)nc(NCCc3ccc(S(N)(=O)=O)cc3)c2cc1OC | -0.4% | 86
Cc1cccc2cc(CN(Cc3ccc(F)cc3)Cc3nnnn3C3CCCC3)c(=O)[nH]c12 | 4.5% | -3
O=C(/C=C/c1cccc([N+](=O)[O-])c1)NCCSCc1c(Cl)cccc1Cl | 6.4% | -9
COc1ccccc1NC(=O)CCC(=O)OCc1ccc(Br)cc1 | -4.7% | -7
CN1CCc2c(c3ccccc3n2C)C1 | 4.5% | nt
COc1ccc(CN(C(=O)CSc2nnc(-c3ccc(OC)c(OC)c3)o2)c2ccc(F)cc2)cc1 | 3.5% | nt
Cc1oc(-c2ccccc2Cl)nc1CSCC(=O)N1CCCC1 | 6.9% | 3
COc1ccccc1C(=O)Nc1ccc2c(c1)OCCO2 | -4.5% | -4
CC(NC(=O)COC(=O)c1cn(-c2ccccc2)nc1-c1cccs1)c1ccccc1 (stereo not given) | 2.0% | 0
Cc1ccc(C2C3CSCC=C3C(C#N)=C(N)C2(C#N)C#N)cc1 (stereo not given) | 3.9% | 8
Cc1ccc(-c2cc(C(=O)N3CCN(C(=O)c4ccco4)CC3)no2)cc1 | 3.5% | 28
O=C1c2cccnc2C(Nc2cccc(F)c2)N1Cc1ccco1 (stereo not given) | -1.7% | -5
CC1(C)C=Cc2c(c3ccccc3[nH]c2=O)O1 | 1.0% | nt
CCN1C(=C(C#N)C#N)C=Cc2cc(C)ccc21 | -0.1% | -10
C[C@@H]1NC(=O)[C@H](CCCN=C(N)N)NC(=O)c2cc([N+](=O)[O-])cc(I)c2NCCC[C@@H](C(N)=O)NC1=O | -5.9% | nt
COc1ccc(/C=N/NC(=S)Nc2ccccc2)cc1COc1ccc(F)cc1F | 2.8% | 13
COc1ccc(-c2noc(CCCOc3ccccc3)n2)cc1OC | -2.0% | 9
CCOC(=O)CSc1ncnc2c1cnn2-c1ccc(C)cc1 | 2.2% | -1
CC(C)=CCN1CCN(Cc2cnc(C)s2)CC1CCO (stereo not given) | 6.3% | nt
O=C1N=c2ccccc2=C1c1sc(=S)n(Cc2ccccc2Cl)c1O | 2.4% | 8
O=C(OCC(=O)N1CCOCC1)c1ccccc1Cc1ccccc1 | 2.2% | 8
CC(C)c1ccc(/C=N/NC(=O)CC(=O)NCc2ccccc2)cc1 | 1.5% | -8
Cc1[nH]c2ccccc2c1Cc1nnc(SCC(N)=O)o1 | -0.1% | 4
O=C(N/N=C/c1c(O)n(Cc2ccccc2)c(=O)[nH]c1=O)c1ccccc1 | -0.7% | 11
Clc1ccc(Cl)c2sc(N3CCOCC3)nc12 | -4.2% | nt
FC(F)(F)c1ccc(CN2CCNCC2)cc1 | -1.1% | -4
Cc1ccc2cc([N+](=O)[O-])ccc2n1 | -7.1% | 8
CC(C)C1=NN(C(=O)c2cccnc2)C(O)(C(F)(F)F)C1 (stereo not given) | 2.4% | -12
CCn1cc(CNC(=O)c2cc(COc3ccc(F)cc3F)on2)cn1 | 7.0% | -6
Cc1ccc(N(C(=O)NC2CCCCC2)C2=NCCCCC2)cc1 | -1.0% | -7
Cn1nnnc1SCC(=O)N1CCN(C(c2ccccc2)c2ccccc2)CC1 | -1.1% | nt

Other compounds follow.
SMILES | M. tuberculosis GlmU | RmlCD inh 1536
COc1ccc(C2=NN(C(=O)CSC3=NN4CCCC(=O)N=C4S3)C(c3cccc(OC)c3OC)C2)cc1 (stereo not given) | -5.0% | 7
CCSc1nnc(NC(=O)c2csc3c2CCC(C)C3)s1 (stereo not given) | 2.4% | nt
CCN1/C(=C/c2cc[n+](CCCS(=O)(=O)[O-])c3ccccc23)Sc2ccccc21 | -2.6% | 9
O/N=C(\c1ccc(Cl)cc1)c1cc2ccccc2o1 | 0.7% | -19
CCOC(=O)C1(Cc2cccc(F)c2)CCN(C(=O)C2CCCO2)CC1 (stereo not given) | 1.2% | 4
O=C(COC(=O)CCCN1C(=O)c2cccc3cccc(c23)C1=O)Nc1ccc(Cl)cc1 | -2.4% | ?
COc1ccccc1-c1cn(S(=O)(=O)c2ccc(F)cc2)nc1N | 0.7% | 18
C=CCNc1sc(C(=O)C(C)(C)C)c(N)c1C#N | -1.6% | 9
O=C(NCCN1CCCC1)C1COc2ccccc2O1 (stereo not given) | -0.1% | nt
CC(C)c1ccc(/C=C/C(=O)Nc2ccc(CN3CCOCC3)cc2)cc1 | 0.9% | -2
O=C(NCCc1ccccc1)C1CC(c2ccccc2O)=NO1 (stereo not given) | 3.2% | -5
COc1ccc(-c2nn(CCC(=O)O)cc2CCC(=O)O)cc1 | 1.1% | -3
CC1CCN(c2ccc(/C=N/n3nnnc3N)cc2[N+](=O)[O-])CC1 | -3.7% | 9
COC(=O)N/N=C/c1cc(Cl)cc(Cl)c1OCc1ccccc1F | -1.7% | nt
O=C(c1cc(Sc2cccc(Cl)c2)nc2ccccc12)N1CCN(c2ccccn2)CC1 | -2.2% | 4
C[C@]12CC[C@@H]3c4ccc(O)cc4CC[C@H]3[C@@H]1CC[C@@H]2O | 2.2% | nt
Cc1ccc(CN2CCN(Cc3cn[nH]c3C3CCCCC3)CC2CCO)cc1 (stereo not given) | -0.1% | -16
O=C(Nc1ccc(Cl)cc1)Nc1nccs1 | 4.9% | 1
COc1cccc(C(=O)COc2ccc3ccc(=O)oc3c2)c1 | 3.0% | 11
Cc1nn(CC2CC2)c(=O)n1-c1ccc(Oc2ccccc2)cc1 | 1.3% | -4
Cc1nn(Cc2ccc(F)cc2)c(C)c1NC(=O)c1cc(-c2ccco2)on1 | 1.1% | 8
C=CCNc1nc(Nc2ccc(-c3nc4ccccc4o3)cc2)nc(N2CCOCC2)n1 | 3.0% | nt
COC(=O)c1ccc(/C=C(\C#N)c2ccccn2)cc1 | -3.6% | 3
CCOc1ccccc1NC(=O)C(C)CC (stereo not given) | 4.3% | -9

Whole records as entered above. Order of screens: M. tuberculosis GlmU, RmlCD inh 1536
`Cc1nn(Cc2ccc(F)cc2)c(C)c1NC(=O)c1cc(-c2ccco2)on1` in the list: 1.1%, 8
`Cc1nn(CC2CC2)c(=O)n1-c1ccc(Oc2ccccc2)cc1` in the list: 1.3%, -4
`CCOc1ccccc1NC(=O)C(C)CC` (stereo not given) in the list: 4.3%, -9

Continued.
SMILES | M. tuberculosis GlmU | RmlCD inh 1536
Cc1nnc(SCC(=O)NNC(=O)CC#N)[nH]c1=O | -3.5% | 39
CCOc1ccc(OCC)c(NC(=O)c2ccc(CNc3c(N4CCOCC4)c(=O)c3=O)cc2)c1 | -1.0% | 15
O=C(CSc1ccc(-c2cccnc2)nn1)N1CCCc2ccccc21 | -2.8% | 5
COc1ccc(/C=N/NC(=O)c2ccc(CN3C(=O)c4cccc5cccc3c45)cc2)cc1O | -5.5% | nt
COc1ccc(C2C(C(=O)N3CCN(C)CC3)c3cc(OC)c(OC)cc3C(=O)N2C)cc1 (stereo not given) | 0.6% | -8
Clc1ccc(OCc2nnc(SCCN3CCCCC3)n2Cc2ccco2)cc1 | -3.4% | nt
COc1ccccc1OCCOc1ccc(/C=C2/C(=N)N3OC(C)=CC3=NC2=O)cc1OC | -0.3% | nt
CN(c1ccc(C(=O)N2CCOCC2)cc1)S(C)(=O)=O | 5.0% | nt
C(=N\Nc1nncc2ccccc12)/c1ccccc1 | -5.6% | -2
CCOc1cccc(N2C(=O)CC(=O)NC2=O)c1 | 7.1% | -2
O=C(Nc1cccc(Cl)c1Cl)c1ccc(-c2ccccc2)cc1 | nt | -7
CCn1c(CNC(=O)c2ccc(OC)cc2)nnc1SCC(=O)c1ccccc1 | 1.8% | -11
CC1=C/C(=N\NC(=O)c2cccs2)CC(C)(C)C1 | -0.5% | 26
COC(=O)c1ccc(NN=Nc2ccc(C)cc2)cc1 | -1.9% | 32
CC(=O)CSc1ncnc2c1oc1ccccc12 | 1.5% | nt
NC(=O)CSc1nnc(COc2ccccc2)n1N | 2.8% | nt
CC(=O)NC1(C(Cl)(Cl)Cl)Oc2ccccc2O1 | 2.9% | -4
CCOC(=O)C(NC(=O)Nc1ccc(Cl)cn1)(Oc1ccccc1)C(F)(F)F (stereo not given) | -3.9% | -16

Screening data: PubChem BioAssay, several laboratories

Not all compounds are listed, so the mix of outcomes need not match the whole.
